High-throughput results: PubChem, several laboratories
PvdQ inh: P. aeruginosa PvdQ acylase inhibition; purified PvdQ acylase, fluorescence plate reader; inhibition, % at 10 µM; 0.063% of 340,000 active; AID 488965; in the data active = inhibition above about 30%, passing the limit was not always enough;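 also: 0% = vehicle neutral wells and 100% = reference inhibitor wells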
RTF Ca sens act: increases calcium sensitivity of human cardiac regulated thin filaments | AID 493008 | IANBD-labeled TnC RTF fluorescence at EC20 calcium; 0% EC20 calcium, 100% full calcium | 0.24% of 340,000 active | P19429+P45379 | activation, % at 7.2 µM;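 active = activation above the mean over all tested compounds plus 3 SD, cut at about 30% in these data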;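 also: rise in fluorescence read as greater calcium sensitivity of cardiac thin filaments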
dFosB activator: enhances mouse delta FosB homodimer DNA binding. P13346. 0.99% of 340,000 active. activation, % at 25 µM. purified delta FosB, TAMRA-CDK5 oligo fluorescence polarization; percent of positive-control signal above neutral wells;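 active = mean activation above about 17%, with every replicate also reaching it, limit read from the data, passing the limit was not always enough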;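 also: fluorescence polarization rise as delta FosB binds a TAMRA Cdk5 AP-1 oligo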
NSD2 inh: inhibitors of human histone methyltransferase NSD2. O96028. NSD2 peptide methylation, AlphaScreen, 120 min. inhibition, % at 12.5 µM. 0.54% of 310,000 active; in the data active = inhibition above about 50%
Keap1 Nrf2 FP: Keap1-Nrf2 (human) interaction inhibition. Keap1 Kelch-Nrf2 peptide fluorescence polarization, 1536-well. Q14145. inhibition, % at 9.4 µM. 0.15% of 340,000 active; in the data active = inhibition above about 12%;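 also: human Keap1 Kelch domain with fluorescein labeled Nrf2 9mer peptide probe; 0% = neutral control wells and 100% = peptide positive control; higher means more block of Keap1 binding to Nrf2 peptide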
Target sequence (Q14145 whole entry, looked up, the tested form may be a part): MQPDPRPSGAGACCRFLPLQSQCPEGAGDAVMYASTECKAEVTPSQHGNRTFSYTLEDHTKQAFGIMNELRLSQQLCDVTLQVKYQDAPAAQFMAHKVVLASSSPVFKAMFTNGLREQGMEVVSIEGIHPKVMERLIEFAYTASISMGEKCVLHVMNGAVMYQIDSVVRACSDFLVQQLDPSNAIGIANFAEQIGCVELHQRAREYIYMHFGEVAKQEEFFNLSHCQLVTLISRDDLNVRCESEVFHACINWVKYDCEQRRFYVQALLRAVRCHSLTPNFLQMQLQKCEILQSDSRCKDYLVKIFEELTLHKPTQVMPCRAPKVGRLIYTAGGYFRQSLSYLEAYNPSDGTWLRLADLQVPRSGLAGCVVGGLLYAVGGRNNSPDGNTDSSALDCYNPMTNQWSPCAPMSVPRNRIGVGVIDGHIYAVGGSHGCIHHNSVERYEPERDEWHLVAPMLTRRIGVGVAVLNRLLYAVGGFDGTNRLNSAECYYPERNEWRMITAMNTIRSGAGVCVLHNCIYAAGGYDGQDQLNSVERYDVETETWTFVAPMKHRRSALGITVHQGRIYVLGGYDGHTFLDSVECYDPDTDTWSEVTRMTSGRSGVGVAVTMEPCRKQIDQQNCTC
PfHsp90 yeast 2: reduces growth (ATP signal) of yeast expressing P. falciparum Hsp90 | S. cerevisiae expressing PfHsp90, BacTiter-Glo ATP, 48 h; yeast lacking PDR1 and PDR3 efflux regulators | inhibition, % at 9.4 µM | 0.32% of 310,000 active;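 active = every replicate shows inhibition above about 80%, whatever the replicate mean, limit read from the data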;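 also: 0% = DMSO neutral controls and 100% = 20 µM radicicol positive controls; yeast relying on Plasmodium falciparum Hsp90 in place of its own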
CDK5 inh: blocks human CDK5/p35 kinase activity; 0.01% of 330,000 active; Q00535+Q15078; AID 488839; inhibition, % at 10 µM; Recombinant CDK5/p35, ADP-Glo luminescence, 60 min;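 active = highest replicate inhibition of at least 50% and at least 75% of replicates reaching 50%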;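 also: plate controls were DMSO neutral control for no effect and GW8510 at 10 µM for full effect; many of its hits are not listed in these tables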
Cardiac RTF inh: cardiac RTF calcium desensitization; IANBD-labeled cardiac RTF, Ca2+ fluorescence; inhibition, % at 7.15 µM; 0.12% of 340,000 active; AID 493244;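 active = inhibition above the mean inhibition of all tested compounds plus 3 SD, cut at about 17% in these data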;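 also: assay run at fixed EC70 calcium of 1.6 mM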
SUMO Mot1 rescue: inhibitors of SUMOylation pathway: yeast Mot1-301 growth rescue | S. cerevisiae Mot1-301 growth rescue, ATP luminescence, 38.5C; percent above DMSO median, 100 means doubled | growth rescue, % at 18.8 µM | 1% of 320,000 active | AID 2716;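 active = every valid replicate shows activation above 250% relative to neutral control wells; inactive = the rest, any valid replicate at or below 250%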;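 also: OY570 slx delta 5 strain wells were the positive control but not used for scaling; some compounds called inactive have numbers as strong as hits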
C-LANA FP: KSHV C-LANA DNA binding inhibition; MBP-C-LANA/FAM-LBS DNA binding, fluorescence polarization; inhibition, % at 9 µM; 0.078% of 340,000 active; AID 504423;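 active = highest replicate inhibition at or above 60% at 9 µM, even if other replicates fall short; inactive = all replicates below 60% inhibition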;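 also: 0% = neutral control wells and 100% = 4 µM acridine orange control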
Rtt109 Vps75: blocks Candida albicans Rtt109/Vps75 acetyltransferase activity; Q5AAJ8; purified Rtt109/Vps75, ThioGlo CoA-SH fluorescence, 4 h; inhibition, % at 34.9 µM; 0.16% of 330,000 active; AID 540336;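 active = inhibition of at least 50% in every replicate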
Target sequence (Q5AAJ8 whole entry, looked up): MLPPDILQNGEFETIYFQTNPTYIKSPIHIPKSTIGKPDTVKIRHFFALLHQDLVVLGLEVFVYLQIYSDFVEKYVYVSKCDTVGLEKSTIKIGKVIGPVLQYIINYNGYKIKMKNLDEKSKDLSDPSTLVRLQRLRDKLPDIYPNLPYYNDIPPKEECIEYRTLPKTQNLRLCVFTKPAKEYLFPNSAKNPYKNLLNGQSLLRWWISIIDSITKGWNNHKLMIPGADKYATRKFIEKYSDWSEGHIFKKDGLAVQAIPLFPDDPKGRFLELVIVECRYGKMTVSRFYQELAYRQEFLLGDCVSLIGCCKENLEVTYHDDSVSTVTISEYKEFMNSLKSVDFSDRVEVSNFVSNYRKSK
The depositor's hits bear a star; i = inactive; . = not tested or not shown.

SMILES	PvdQ inh	RTF Ca sens act	dFosB activator	NSD2 inh	Keap1 Nrf2 FP	PfHsp90 yeast 2	CDK5 inh	Cardiac RTF inh	SUMO Mot1 rescue	C-LANA FP	Rtt109 Vps75
CN(c1ccc(OCC(=O)N2CCC(C(N)=O)CC2)cc1)S(=O)(=O)c1cccs1	-10	1	5	10	1	-2	-1.3	-2	13	-1.3	-4
Cc1c(C(=O)NCCN2CCOCC2)oc2ccc(Br)cc12	-9	3	-14	21	-3	-10	-4.0	0	-4	-0.5	1
N/C(COc1ccccc1)=N\NS(=O)(=O)c1ccccc1	-7	-2	0	0	2	6	1.4	-4	7	0.2	-5
Cc1ccccc1NNC(N)=S	-13	1	8	0	5	9	0.6	-5	50	0.0	-2
COc1ccc(C(=O)N2CCCC(Nc3ccc(F)cc3)C2)c(OC)c1 (configuration not stated)	-8	1	-4	2	0	9	-0.1	-19	-10	1.0	-11
Cc1ccccc1-n1c(=S)[nH]c2nc3c(cc2c1=O)COC(C)(C)C3	-1	-4	-10	6	-1	14	-1.0	-12	-5	-0.6	1
CC[C@@]1(C(=O)OC)N[C@H](CN(C)S(=O)(=O)c2ccc(C(C)(C)C)cc2)[C@@H]2C(=O)N(C)C(=O)[C@@H]21	-10	6	-11	.	-9	-8	0.9	-15	.	-1.5	-2
CCOC(=O)c1c(C)n(C)c2ccc(OCC(N)=O)cc12	-8	12	-2	.	-7	-4	1.3	-12	-17	0.0	10
CC(=O)Nc1ccc(/C=N/N2C(C)CCCC2C)cc1 (configuration not stated)	-9	3	-5	-5	-1	-18	0.1	13	-20	-1.4	0
CC(C)=CC(=O)Nc1ccccc1C(N)=O	-10	-1	-3	-2	0	14	-1.3	-5	0	0.7	-7
CC1CCCN(C(=O)CN2C(=O)NC3(CCCCC3C)C2=O)C1 (configuration not stated)	7	1	4	-2	1	-14	0.2	7	.	-0.8	8
CCOc1cc(N2CCOCC2)c(OCC)cc1NS(=O)(=O)c1ccc(Cl)s1	8	-9	-15	-4	4	3	0.8	-4	-16	3.3	21
c1c(CC2CCCC2)nnn1C[C@H]1CC[C@@H]([C@@H]2CC[C@H](Cn3cc(CC4CCCC4)nn3)O2)O1	-12	2	-10	.	-7	3	-1.6	8	-6	-0.2	3
FC(F)(F)c1cccc(N2CCN(C3CC4CCC3C4)CC2)c1 (configuration not stated)	-7	0	-3	-10	-3	13	-0.5	-9	i	-1.4	-3
Cc1c(/C(O)=C2\C(=O)C(=O)N(CCN(C)C)C2c2ccccc2)cnn1-c1ccccc1 (configuration not stated)	-9	-1	-6	4	-3	-16	1.0	1	-12	-0.6	-15

3 entries from above, arranged by formula weight, ascending.
SMILES	PvdQ inh	RTF Ca sens act	dFosB activator	NSD2 inh	Keap1 Nrf2 FP	PfHsp90 yeast 2	CDK5 inh	Cardiac RTF inh	SUMO Mot1 rescue	C-LANA FP	Rtt109 Vps75
Cc1ccccc1NNC(N)=S	-13	1	8	0	5	9	0.6	-5	50	0.0	-2
CC(=O)Nc1ccc(/C=N/N2C(C)CCCC2C)cc1 (configuration not stated)	-9	3	-5	-5	-1	-18	0.1	13	-20	-1.4	0
FC(F)(F)c1cccc(N2CCN(C3CC4CCC3C4)CC2)c1 (configuration not stated)	-7	0	-3	-10	-3	13	-0.5	-9	i	-1.4	-3

The listing continues:
SMILES	PvdQ inh	RTF Ca sens act	dFosB activator	NSD2 inh	Keap1 Nrf2 FP	PfHsp90 yeast 2	CDK5 inh	Cardiac RTF inh	SUMO Mot1 rescue	C-LANA FP	Rtt109 Vps75
Cc1nn(-c2ccccc2)c2c1C(c1ccc(F)cc1F)C(C#N)=C(N)O2 (configuration not stated)	-10	-4	-4	8	-5	16	-0.7	-5	-4	0.3	7
CCOc1cc(C2C(C#N)=C(N)Oc3n[nH]c(CC)c32)ccc1OCCN1CCOCC1 (configuration not stated)	-5	4	-1	2	-4	6	-0.5	-6	-1	0.9	2
C=CCNC(=S)NNC(=O)c1ccco1	-12	-4	8	1	-3	4	1.5	-10	1	-1.4	0
CC1CCCN(S(=O)(=O)c2ccc(NC(=O)CN3CCCCC3)cc2)C1 (configuration not stated)	5	-12	-2	-2	1	-10	0.8	3	-7	-0.9	3
O=C(COc1ccc(Br)cc1CO)Nc1ccc(S(=O)(=O)N2CCCCC2)cc1	-8	-2	-13	-3	4	-34	0.1	-1	-6	2.9	-1
CCCCC(CC)Cn1c(O)c(/C=C2\C=NN=C2c2ccccc2)sc1=S (configuration not stated)	-13	6	-11	0	4	-9	-1.0	0	459	0.1	5
N#CCN(C(=O)COC(=O)C1CC2CCCC(C1)C2=O)c1ccccc1 (configuration not stated)	-2	0	-3	-1	-2	.	-5.1	-16	1	-0.1	4
Cc1ccc(S(=O)(=O)c2nc(S(C)(=O)=O)sc2NCc2ccc3c(c2)OCO3)cc1	-4	6	-3	-1	2	2	0.9	-9	3	-1.0	-2
CC(=O)Nc1ccc(S(=O)(=O)NN=Cc2ccc(Cl)c(Cl)c2)cc1	-6	1	-9	6	-2	-4	0.6	0	.	-0.7	5
CCOc1ccc(CCNC(=O)COC(=O)c2cc(S(=O)(=O)N3CCOCC3)ccc2F)cc1OCC	3	2	-10	-1	-2	4	0.1	-2	2	0.7	0
CCOC(=O)C(CCC(C)=O)C(=O)c1ccccc1 (configuration not stated)	5	9	5	.	0	7	2.5	1	-16	-2.1	8
CN1OC2C(=O)N(c3ccccc3)C(=O)C2C1c1ccc(F)cc1 (configuration not stated)	2	-3	4	0	1	.	-0.3	-4	-4	0.3	-9
Cc1cc(C)n2nc(SCC(=O)N(C)c3c(N)n(Cc4ccccc4)c(=O)[nH]c3=O)nc2n1	-9	2	0	.	-6	.	0.8	5	3	1.4	2
CSc1nc2c(c(=O)[nH]1)C(c1cccs1)C1=C(CCCC1=O)N2 (configuration not stated)	-13	0	-5	-7	1	-8	.	2	-22	-0.9	9
Cc1ccc(N2CC(C(=O)O)CC2=O)cc1 (configuration not stated)	-14	.	7	-2	-4	35	1.0	.	-1	-1.0	-8

Reprinted from the part before: 5 compounds, then new ones.
SMILES	PvdQ inh	RTF Ca sens act	dFosB activator	NSD2 inh	Keap1 Nrf2 FP	PfHsp90 yeast 2	CDK5 inh	Cardiac RTF inh	SUMO Mot1 rescue	C-LANA FP	Rtt109 Vps75
CCOC(=O)C(CCC(C)=O)C(=O)c1ccccc1 (configuration not stated)	5	9	5	.	0	7	2.5	1	-16	-2.1	8
CN1OC2C(=O)N(c3ccccc3)C(=O)C2C1c1ccc(F)cc1 (configuration not stated)	2	-3	4	0	1	.	-0.3	-4	-4	0.3	-9
Cc1cc(C)n2nc(SCC(=O)N(C)c3c(N)n(Cc4ccccc4)c(=O)[nH]c3=O)nc2n1	-9	2	0	.	-6	.	0.8	5	3	1.4	2
CSc1nc2c(c(=O)[nH]1)C(c1cccs1)C1=C(CCCC1=O)N2 (configuration not stated)	-13	0	-5	-7	1	-8	.	2	-22	-0.9	9
Cc1ccc(N2CC(C(=O)O)CC2=O)cc1 (configuration not stated)	-14	.	7	-2	-4	35	1.0	.	-1	-1.0	-8
Cc1cccc(Nc2nc(NCc3ccco3)c3ccccc3n2)c1	-4	0	38*	1	-2	-37	-0.1	6	-21	0.6	14
CCOC(=O)c1ccc(C(=O)OCC)nc1	3	-4	-1	1	-4	-32	0.1	0	-10	1.4	4
CCOC(=O)C(=CNc1cscc1S(=O)(=O)C(C)C)C(=O)OCC	14	-6	-5	0	0	7	0.7	1	314	1.2	7
O=P(OC1CCCCC1)(OC1CCCCC1)C(Nc1ccccc1)c1cccnc1 (configuration not stated)	-4	-1	2	3	1	5	0.9	4	51	-0.3	-4
O=C(O)/C=C/c1cn(-c2ccccc2)nc1-c1ccc2c(c1)OCCO2	1	3	-4	-2	1	16	0.6	0	.	-3.9	8
Cc1ccnc(-n2c(C)cc(C=O)c2C)c1	-9	-5	-4	2	-4	-17	-1.8	-14	26	0.3	3
CC1CCN(C(=O)CN(C2CCCCC2)S(C)(=O)=O)CC1	-14	-3	-8	27	-3	13	-2.6	-11	12	-2.6	-1
C=CCc1c(O)nc(SCC(=O)c2ccccc2)[nH]c1=O	-4	3	-2	3	-4	6	1.0	2	0	0.0	-21
CC(C)C[C@H]1CNC(=O)C(=O)N1CC1CCN(CCc2ccc(-c3ccccc3)cc2)CC1	-1	-3	-4	.	-1	7	-0.2	-6	.	0.9	4
Cc1ccc(CSc2nncn2-c2ccccn2)cc1	-13	2	-3	-7	-1	-14	-0.7	-5	192	2.2	-2
CCCNC(=O)NC(=O)CN1C(=O)NC(C)(c2ccc3ccccc3c2)C1=O (configuration not stated)	-11	-6	-5	20	-1	-81	-1.5	-7	-2	0.8	7
CCN1CCN(c2cc(C)c3cc(NC(=O)c4cc(OC)cc(OC)c4)ccc3n2)CC1	8	-6	3	8	1	25	2.8	-5	134	-1.9	10
O=C(NCc1ccccn1)c1ccc(N2CCCC2=O)cc1	1	2	-7	0	-3	13	0.1	-1	1	-0.5	5
Cc1nc(C(C)N(C)Cc2nc(Cc3ccccc3F)no2)c(C)s1 (configuration not stated)	3	-1	-11	2	2	-15	0.3	-4	5	0.6	-4
COc1cc(CNC(C)(C)C)cc(Br)c1OCc1cccs1	3	6	-2	-2	4	-7	-0.8	-3	10	-5.7	6
CCN(CC(=O)Nc1c(F)cccc1F)C(=O)C1CC(=O)N(CCc2ccccc2)C1 (configuration not stated)	-7	-10	2	-2	5	-17	-0.9	-8	9	0.2	-17
Cc1ccc(-n2nnnc2SCC(=O)NCC2(N3CCCCC3)CCCCC2)c(C)c1	-12	-2	-4	8	-5	.	-0.6	-4	1	0.1	-8
Cc1c(C)c2ccc(OCC(=O)NCc3ccccn3)cc2oc1=O	-8	0	-10	-2	-3	-2	0.8	-1	-1	1.0	1
Cc1ccccc1OC(=O)Cn1c(C(F)(F)F)nc2ccccc21	-1	-3	-2	-1	4	-14	-0.9	-6	68	-0.2	16
COc1ccc(CCN(C)C(=O)COC(=O)/C=C/c2ccc(C)o2)cc1OC	3	-7	-7	-1	-7	-16	-0.7	-10	.	1.7	5
CCCCCC1CCC(C(=O)N2CCOCC2)CC1 (configuration not stated)	2	-7	3	-1	0	18	-0.3	-2	7	0.7	-1
CCCCNC(=O)Cn1cnc([N+](=O)[O-])n1	-14	-6	-4	0	-2	4	1.5	-2	-3	0.0	.

Among those listed so far, these have a CF3 group:
SMILES	PvdQ inh	RTF Ca sens act	dFosB activator	NSD2 inh	Keap1 Nrf2 FP	PfHsp90 yeast 2	CDK5 inh	Cardiac RTF inh	SUMO Mot1 rescue	C-LANA FP	Rtt109 Vps75
FC(F)(F)c1cccc(N2CCN(C3CC4CCC3C4)CC2)c1 (configuration not stated)	-7	0	-3	-10	-3	13	-0.5	-9	i	-1.4	-3
Cc1ccccc1OC(=O)Cn1c(C(F)(F)F)nc2ccccc21	-1	-3	-2	-1	4	-14	-0.9	-6	68	-0.2	16
